# ATG4B inh = ATG4B protease inhibitors, primary screen, biochemical, fluorescence, uHTS; inhibition, % at 8.33 µM; Cysteine protease ATG4B (Homo sapiens), Q9Y4P1; AID 504462, 2011; ATG4B cleavage of LC3-PLA2, NBD-HPC fluorescence, 1 h; 340,000 tested, 0.51% active; in the data active means inhibition above about 40%
# MPTP inh = mitochondrial permeability transition pore inhibitors, primary screen, biochemical, isolated mouse mitochondria, absorbance | 360,000 tested, 1.4% active | inhibition, % at 10 µM | AID 602449, 2012 | Ca2+ swelling absorbance, 30 min;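 active means inhibition of 50% or more, scaled per plate between neutral and stimulator controls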;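 further: 0% = DMSO wells given calcium and 100% = 1 mM EGTA wells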
# SENP1 FRET inh = human SENP1 catalytic domain inhibitors, primary screen, biochemical, FRET, uHTS. Sentrin-specific protease 1 (Homo sapiens), Q9P0U3. recombinant SENP1 catalytic domain, CyPet-SUMO1-YPet FRET cleavage. inhibition, % at 10 µM. 360,000 tested, 0.21% active. AID 624204, 2012;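 active means inhibition at least 30% at 10 µM, raw YFP signal under a set limit, fluorescence ratio 0.5 to 1.5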;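 further: 0% = enzyme with DMSO and 100% = no enzyme wells; some results filed as inactive read as strong as hits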
# Target sequence (Q9P0U3 419-644 limits assumed): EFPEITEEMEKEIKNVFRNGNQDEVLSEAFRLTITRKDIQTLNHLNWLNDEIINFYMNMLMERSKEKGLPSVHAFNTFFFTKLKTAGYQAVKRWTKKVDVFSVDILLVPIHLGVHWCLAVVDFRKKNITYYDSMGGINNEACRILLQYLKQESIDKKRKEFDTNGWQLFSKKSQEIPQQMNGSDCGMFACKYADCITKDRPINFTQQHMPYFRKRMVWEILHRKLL
#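 Material: hSENP1 catalytic domain, recombinant; medium: Tris pH 8 with BME, BSA, NP40 and catalase; compound: single concentration of 10 µM compound, 0.5% DMSO final; technique: FRET read of cyan and yellow fluorescence; timing: 50 min enzyme reaction, room temperature, light-protected; reagent: SFCypet-SUMO1-SFYpet substrate at 25 nM; control set: no-enzyme low, enzyme-DMSO high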
# GRIN3A LBD mod = binders of NR3A ligand-binding domain, primary screen, biophysical, differential scanning fluorimetry, uHTS; Glutamate receptor ionotropic, NMDA 3A (GRIN3A) ligand-binding domain; AID 1259313, 2017; NR3A LBD differential scanning fluorimetry, Tm shift; 0% = protein alone, 100% = glycine-bound protein; 340,000 tested, 2.5% active; Tm shift relative to glycine control, % at 25 µM;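 active means melting temperature shift of at least 10% of the positive control shift, at one fixed dose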
# SENP6 block = SENP6 protease inhibitors, primary screen, biochemical, luminescence, uHTS; inhibition, % at 10 µM; Sentrin-specific protease 6 (Homo sapiens), Q9GZR1; 330,000 tested, 1.8% active; Recombinant SENP6 catalytic domain, aminoluciferin luminescence;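 active means inhibition above about 50% at the single tested dose, limit read from the data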;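 further: plate controls were DMSO wells with enzyme for no effect and DMSO wells lacking enzyme for full effect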
# PfG6PD inh = PfG6PD enzyme inhibitors, primary screen, biochemical, fluorescence intensity, uHTS; PfGluPho enzyme, NADPH resazurin-diaphorase fluorescence; AID 504690, 2011; glucose-6-phosphate dehydrogenase-6-phosphogluconolactonase (Plasmodium falciparum 3D7); 350,000 tested, 0.78% active; inhibition, % at 20 µM;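 active means inhibition reaching at least a set limit at 20 µM in the primary screen, cut at about 59% in these data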;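 further: 0% = DMSO wells with substrate and 100% = DMSO wells lacking glucose-6-phosphate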
# SENP8 block = human SENP8 protease inhibitors, primary screen, biochemical, fluorescence, Nedd8 protein substrate, uHTS; 360,000 tested, 0.64% active; recombinant SENP8; AID 602440, 2012; inhibition, % at 20 µM; in the data active means inhibition mostly above about 40%, no sharp cut-off; inactive means mostly below about 27%
# Target sequence (Q96LD8 whole entry, looked up): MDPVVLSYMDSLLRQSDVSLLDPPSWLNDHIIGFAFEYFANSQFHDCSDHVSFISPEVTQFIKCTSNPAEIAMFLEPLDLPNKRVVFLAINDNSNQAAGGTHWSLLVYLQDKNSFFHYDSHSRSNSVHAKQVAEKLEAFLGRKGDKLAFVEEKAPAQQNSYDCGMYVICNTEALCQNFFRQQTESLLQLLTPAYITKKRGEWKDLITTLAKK
# hIAP activ = human IAP activators, primary screen, biochemical, luminescence, uHTS; Intestinal-type alkaline phosphatase (Homo sapiens), P09923; purified human IAP, CDP-Star luminescence, 30 min; hits give high values; 1 = vehicle-only enzyme, 0 = enzyme-free background; activation factor at 10 µM; 330,000 tested, 0.16% active; AID 2524, 2010;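 active means activation factor of the enzyme at least 2-fold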; further: the source names both 10 and 20 µM as test concentration; values of inactives mirror those of a sister screen read the other way
# Target sequence (P09923 whole entry, looked up): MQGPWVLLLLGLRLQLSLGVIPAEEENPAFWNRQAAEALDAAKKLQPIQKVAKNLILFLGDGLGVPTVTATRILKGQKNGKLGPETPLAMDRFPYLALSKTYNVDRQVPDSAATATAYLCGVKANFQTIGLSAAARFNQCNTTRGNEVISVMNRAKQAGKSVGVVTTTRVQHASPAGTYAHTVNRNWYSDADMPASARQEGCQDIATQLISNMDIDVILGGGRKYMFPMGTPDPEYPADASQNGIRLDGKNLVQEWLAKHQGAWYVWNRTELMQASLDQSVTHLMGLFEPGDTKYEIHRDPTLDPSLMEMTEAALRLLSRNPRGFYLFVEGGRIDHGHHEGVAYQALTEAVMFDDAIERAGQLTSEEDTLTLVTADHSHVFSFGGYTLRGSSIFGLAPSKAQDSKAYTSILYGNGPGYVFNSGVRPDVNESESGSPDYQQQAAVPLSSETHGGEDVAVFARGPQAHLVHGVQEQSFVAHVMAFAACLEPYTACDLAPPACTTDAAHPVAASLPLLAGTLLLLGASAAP
# The depositor's hits bear a star; · = no result given. Not all compounds are listed; rates above refer to the full screens.
# Values run as follows: ATG4B inh	MPTP inh	SENP1 FRET inh	GRIN3A LBD mod	SENP6 block	PfG6PD inh	SENP8 block	hIAP activ
COc1ccc(N2C(=O)/C(=C/c3ccc(C)o3)C(=O)NC2=S)c(OC)c1
→ 2	0.9	-8	0	-2	20	-5	1.5
Cc1ccc2c(c1N)C(=O)c1ccccc1C2=O
→ 4	1.4	53*	-1	65*	10	29	0.75
COc1cc(CN2CCN(C(=O)COc3ccccc3)CC2)cc(OC)c1OC
→ 1	3.5	-4	2	16	6	36	0.86
OC1(c2ccc(F)cc2)CC2CCC(C1)N2Cc1nnnn1C1CCCC1 (configuration not stated)
→ -2	-0.6	3	-10	1	-11	7	1.1
CCCNC(=O)c1c(N)n(CC2CCCO2)c2nc3ccccc3nc12 (configuration not stated)
→ -29	-0.6	-26	0	94*	27	-297	1.1
CN1[C@@H]2CC[C@H]1CC(OC(=O)C1C=Nc3ccccc31)C2 (some centres not stated)
→ 3	1.1	2	1	-3	-21	7	0.96
C[C@H]1CC[C@@H]2N(C1)C[C@H]1[C@@H]3C[C@H]4[C@@H](CC(=O)[C@H]5C[C@@H](O)CC[C@@]54C)[C@@H]3CC[C@H]1[C@]2(C)O
→ 0	0.5	0	-1	-3	-5	16	0.98
CCOc1ccc(N2C(=O)NC(=O)/C(=C/c3cnc(SC)nc3)C2=O)cc1
→ -4	-4.2	4	-1	-15	-8	6	1
C[C@@H]1O[C@@H](O[C@@H]2C=C3CC[C@@H]4C(CC[C@]5(C)[C@@H](c6ccc(=O)oc6)CC[C@]45O)[C@@]3(C)CC2)[C@H](O)[C@H](O)[C@H]1O (some centres not stated)
→ 2	-1.4	-1	4	3	-6	12	1.2
CCCc1nc2ccccc2c(=O)n1-c1cccc(OC)c1
→ -2	-2.5	1	2	-8	2	22	0.86
CCCCn1c(O)c(C(C)=Nc2ccc(C(=O)O)cc2)c(=O)[nH]c1=O
→ -7	-2.5	-49	-4	-2	-17	4	1.2
CC1=C(C)CC2(CC1)C(=O)NC(=O)NC2=O
→ -1	-0.7	-13	2	·	27	0	·
COc1ccc(OP(=O)(Nc2ccccc2)Nc2ccccc2)cc1
→ -8	1.1	0	-3	-10	-3	24	1.1
CCOC(=O)COc1ccc(/C=C2\C(=O)NC(=S)N(c3ccc(OC)cc3)C2=O)cc1OC
→ -4	-0.2	-2	0	5	0	14	1.1
COc1ncccc1C(=O)NCC(CC(=O)O)c1ccccc1 (configuration not stated)
→ 6	-1.1	1	0	-9	-12	11	1.1
N/C(=N/[N+](=O)[O-])N1CCN(C(=O)Oc2ccc([N+](=O)[O-])cc2)CC1
→ -7	-0.8	1	-3	-26	-7	14	1.1
COc1ccc(-c2nn(CCC#N)cc2C(=O)Nc2ccccc2Br)cc1[N+](=O)[O-]
→ -9	-0.4	1	0	-2	3	26	1.1
O=C(N/N=C/c1c(O)n(Cc2ccccc2)c(=O)[nH]c1=O)c1ccccc1
→ -9	1.3	-13	-3	-11	-31	-102	1.1
COC(=O)C1=C(c2cc3ccccc3s2)C[C@@H]2CC[C@H]1N2C(=O)NCc1ccccc1
→ -1	-0.2	2	-1	-13	10	32	1
CCOC(=O)C1CCN(/C=C2/C(=O)NC(=O)N(c3ccc(OCC)cc3)C2=O)CC1
→ 0	2.5	-7	2	-1	-5	5	1.2
CCN1CCN(Cc2ccccc2C)CC1
→ 1	1.7	0	40*	-3	3	12	0.97
Cc1ccc2c(C)c3ccc4ccccc4c3c[n+]2c1
→ 0	-0.6	-44	1	·	-29	-476	·
O=c1[nH]c(=O)n(CCc2ccccc2)c(O)c1C=NCc1ccc2c(c1)OCO2
→ -1	-0.5	-11	-4	-8	-4	-10	0.92
O=C(CNC1CCCCC1)N1CCC2(CC1)OCCO2
→ -13	-2.3	0	-1	-14	-4	23	0.99
Cc1cccc(C)c1N1CCN(c2c(C)cccc2C)CC1
→ 6	1.5	0	2	1	-13	4	1
COc1ccc(CN2CCNCC2)cc1
→ 1	0.6	-1	2	-6	0	10	0.94
COc1ccc(C(=O)C2CCCN(Cc3ccon3)C2)c(OC)c1 (configuration not stated)
→ -13	0.1	0	-1	-8	-2	14	1
Cc1[nH]c2ccccc2c1CCN
→ -4	-0.6	-10	1	11	-1	-6	1.1
O=C(c1n[nH]c(=O)c2ccccc12)N1CCC2(CC1)OCCO2
→ 4	-2.3	0	0	15	-14	5	0.92
O=C(C1CCC(=O)N1Cc1ccccc1Cl)N1CCC2(CC1)OCCO2 (configuration not stated)
→ 7	-1.6	4	1	-4	-11	10	1.2
O=C1CCCC2=C1C(c1cccnc1)Nc1ccccc1N2 (configuration not stated)
→ -12	0.3	2	1	-18	6	30	1.1
CCOP(=O)(OCC)C(NS(=O)(=O)c1ccccc1)C(Cl)(Cl)Cl (configuration not stated)
→ -3	-4.1	3	0	-3	-10	15	1
[N-]=[N+]=CC(=O)OC[C@H](N)C(=O)O
→ 4	4.0	0	6	2	0	6	0.94
COc1cccc(-c2nn(CCC#N)cc2C(=O)Nc2ccccc2Cl)c1
→ -4	0.2	-1	2	16	8	7	1.1
CNC1(c2ccccc2Cl)CCCCC1=O (configuration not stated)
→ 6	-1.1	2	-2	·	1	8	·
CCc1ccc(CN2CCN(Cc3ccc(SC)cc3)CC2)cc1
→ -6	56*	1	0	-12	12	7	0.92
COc1ccc(-c2nn(CCC#N)cc2C(=O)Nc2ccccc2Br)cc1
→ 0	1.5	-1	-1	2	-9	3	1.1
CN1CCCN(C(=O)COc2ccc(Br)cc2)CC1
→ -4	-0.1	1	2	-12	17	6	1.1
COC(=O)C1=C(c2cccc(OC)c2OC)C[C@@H]2CC[C@H]1N2C(=O)NC(C)C
→ -2	-1.2	2	-2	0	-8	12	0.97
Cc1cc(OCC(=O)N2CCN(CC(=O)N3CCOCC3)CC2)c(C(C)C)cc1Cl
→ 1	-0.2	1	-3	-13	3	16	0.96

# Looked up above.
# [N-]=[N+]=CC(=O)OC[C@H](N)C(=O)O @ hIAP activ: 0.94
# CCOP(=O)(OCC)C(NS(=O)(=O)c1ccccc1)C(Cl)(Cl)Cl (configuration not stated) @ MPTP inh: -4.1

# The list goes on:
# Values run as follows: ATG4B inh	MPTP inh	SENP1 FRET inh	GRIN3A LBD mod	SENP6 block	PfG6PD inh	SENP8 block	hIAP activ
COc1cc(CNCCc2ccc3c(c2)OCO3)ccc1O
→ -6	-0.2	-1	2	0	4	16	1
CC(=O)c1cn(Cc2ccc(F)cc2)c2ccccc12
→ -1	0.9	-3	-2	12	2	15	0.85
Cc1cc(C)c(S(=O)(=O)N2Cc3ccccc3-n3nncc3C2)c(C)c1
→ ·	11	-1	·	·	-10	1	·
CC(=O)OC1(c2ccccc2)CCN(C)C2CCCCC21 (configuration not stated)
→ -6	-0.5	2	1	10	-4	13	1.1
Cn1c(O)c(/C=N/N2CCCCC2)c(=O)[nH]c1=O
→ -4	-0.4	3	-1	-4	-15	24	0.88
COc1cc(OC)c2c(c1)O[C@@H](c1ccc(OC)c(OC)c1)[C@H](O)C2
→ -8	-0.3	3	-3	-8	1	10	1.1
NC(=O)Cn1cc(C(=O)c2ccccc2F)c2ccccc21
→ -9	0.7	4	1	12	16	12	0.9
Cc1cc(OC(=O)c2cccs2)c2c3c(c(=O)oc2c1)CCCC3
→ 0	68*	-5	-2	-3	21	-1	1.2
CC(C)c1ccc(OCC(=O)N2CCCN(C)CC2)cc1
→ -6	-0.7	-1	1	-15	1	5	1
O=C(NC1(C(F)(F)F)Oc2ccccc2O1)N1CCC2(CC1)OCCO2
→ -2	0.6	0	3	-5	33	21	0.76
COc1ccc(CCNCc2ccccc2F)cc1OC
→ 1	0.7	-2	1	-11	-11	12	1.1
CN(C)C(Cc1ccccc1)C(=O)c1ccc(-c2ccccc2)cc1 (configuration not stated)
→ 12	23	-41	0	-4	4	-83	1.3
O=C(/C=C/c1ccc2c(c1)OCO2)c1c(O)n(CCC2=CCCCC2)c(=O)[nH]c1=O
→ -3	-2.7	-24	-2	·	-12	-23	·
Cc1cc(C)c(S(=O)(=O)NCC2CCC(C(=O)N3CCC4(CC3)OCCO4)CC2)c(C)c1 (configuration not stated)
→ -20	0.1	0	-1	-19	-9	21	1.1
Cc1ccc(CN2CCCN(Cc3ccccc3C)S2(=O)=O)cc1
→ 13	-0.2	1	-1	-3	2	8	0.96
CNC(=S)N(C)CCc1cc2c(c(OC)c1C=C1C(=O)NC(=O)NC1=O)OCO2
→ -12	2.5	-7	9	-9	6	-135	0.91
COC(=O)C1=C(c2ccc(C(C)=O)cc2)C[C@@H]2CC[C@H]1N2C(=O)NCC1CC1
→ -2	-1.3	0	-1	9	1	24	0.95
COC(=O)c1cccc(N=Cc2c(O)n(Cc3ccc(F)cc3)c(=O)[nH]c2=O)c1
→ -3	4.0	5	-1	-7	5	-182	0.95
O=Cc1cn(Cc2ccc([N+](=O)[O-])cc2)c2ccccc12
→ 3	4.2	16	-3	8	5	16	0.86
O=C(C[N+]12CCC(CC1)C(O)C2)c1ccc(Br)cc1 (configuration not stated)
→ -1	0.1	0	0	10	-4	9	0.87
CCCCN1CCC(C#N)(Nc2ccccc2)CC1
→ -5	-0.1	-1	-2	5	6	10	0.8
Cc1nc2cc(C(F)(F)F)ccc2n1C1CCN(Cc2nnnn2CCc2ccccc2)CC1
→ -17	-18	-6	-8	-12	14	20	0.94
CC(C)(O)/C=C/C(=O)C(C)(O)C1C(O)CC2(C)C3CC=C4C(C=C(O)C(=O)C4(C)C)C3(C)C(=O)CC12C (configuration not stated)
→ -7	0.8	-1	-1	·	14	8	·
COc1ccccc1N=C1SCCCN1C
→ 12	40	1	3	-9	-4	4	0.83
CNC(=O)O/N=C(\N)Cc1csc2ccc(Cl)cc12
→ -1	2.1	0	-1	-19	43	26	0.98
CCn1c(O)c(N=Nc2cccc(S(=O)(=O)N3CCOCC3)c2)c(=O)n(CC)c1=S
→ -2	2.3	-2	1	-10	-20	35	0.75
CC(=O)c1ccc(OC(NC(=O)c2ccco2)C(Cl)(Cl)Cl)cc1 (configuration not stated)
→ -1	0.4	-1	1	-13	-9	-6	0.92
CN1Cc2c(c(C#N)c(N)n(C)c2=S)CC1(C)C
→ -9	1.0	-27	0	24	1	-392	1
Cc1ccc(-n2c(-c3cccs3)nc3ccccc3c2=O)cc1
→ 4	0.6	-2	-2	3	10	0	1
CCOC(=O)c1ccc2c(c1)n(Cc1ccccc1)c(C)[n+]2CC
→ 1	-1.3	0	-3	-6	-16	9	1
CNC(=O)OCc1n(C)cc[n+]1C
→ 8	0.7	1	2	-7	-5	10	1.2
Cn1cc(C(=O)OCC(=O)NC2(C#N)CCCC2)c2ccccc21
→ -6	-3.1	1	2	-6	10	0	0.94
O=c1c2ccccc2nc(-c2ccco2)n1-c1ccncc1
→ -12	-1.8	1	-1	-26	16	24	1.1
CCCCn1c(NS(=O)(=O)c2ccccc2)c(C(=O)OCC)c2nc3ccccc3nc21
→ 21	59*	-28	-11	·	9	-354	·
CC=C(C)C(=O)OC1CCN2CC=C(COC(=O)C(O)(C(C)OC)C(C)(C)O)C12 (configuration not stated)
→ 0	0.1	1	-4	·	-10	13	·

# Bioassay records (PubChem)
